Epigenetic derep: derepresses silenced GFP reporter in murine cells. murine LDR cells, GFP reporter derepression, 30 h. Potency, µM (top dose mostly 53.9 µM), for the others: at the highest dose GFP activation, actives largely listed as activators. 0.2% of 280,000 active; also: % of control where 0% means no effect; nearly all actives have a fitted effect of over 60% in size
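Reporter derepression read as number of fluorescent GFP-positive objects, 20-120 um in size, counted by laser-scanning cytometer. Mouse LDR line with an epigenetically silenced CMV-GFP locus; compound incubation 30 h, 37 C.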
GAA inhib: inhibitors of human lysosomal alpha-glucosidase; P10253; purified human GAA, 4-MU-alpha-glucoside fluorescence; Potency, µM (doses to about 76.9 µM), for inactives: at the top dose activity change, negative = inhibition, most hits filed as inhibitors; 0.005% of 200,000 active;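 also: plate controls were uninhibited enzyme wells for no effect and no-enzyme background for full effect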
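AC50 values come from Hill fits of compound titrations (up to 77 uM) against 4 nM human enzyme. Substrate 4-methylumbelliferyl-alpha-D-pyranoside at 400 uM, pH 5.0 citrate buffer, 20 min room temperature; fluorescence Ex 365/Em 440 after alkaline stop.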
NPSR antagonist: blocks cAMP signaling of the human neuropeptide S receptor. CHO-NPSR cells, cAMP TR-FRET, antagonist mode. 1% of 220,000 active. Potency, µM (doses to about 38.3 µM), inactives show at the top dose activity change, negative = inhibition, most hits filed as inhibitors; also: % is scaled to controls: 0 for no effect and ±100 for the full control effect; nearly all actives have a fitted effect of over 50% in size; many of its hits are not listed in these tables
Target sequence (Q6W5P4 whole entry, looked up): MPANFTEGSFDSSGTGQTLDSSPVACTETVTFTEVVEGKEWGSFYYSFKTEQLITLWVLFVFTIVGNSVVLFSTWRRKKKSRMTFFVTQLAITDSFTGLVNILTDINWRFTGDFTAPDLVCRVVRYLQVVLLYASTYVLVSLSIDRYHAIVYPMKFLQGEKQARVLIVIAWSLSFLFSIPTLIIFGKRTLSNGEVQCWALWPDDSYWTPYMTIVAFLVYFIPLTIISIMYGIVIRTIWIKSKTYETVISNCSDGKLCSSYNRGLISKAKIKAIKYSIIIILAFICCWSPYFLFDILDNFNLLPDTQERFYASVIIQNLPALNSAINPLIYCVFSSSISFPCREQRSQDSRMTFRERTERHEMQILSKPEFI
aGal spleen mod: inhibitors or activators of human alpha-galactosidase in spleen homogenate | AID 2107 | Potency, µM (doses to about 80 µM), inactives show at the highest dose activity change, negative = inhibition, hits mostly inhibitors | 0.008% of 240,000 active | human spleen homogenate, 4MU-alpha-Gal fluorescence, 40 min | P06280;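 also: 0% = enzyme with vehicle and -100% = no enzyme basal signal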
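Fluorogenic readout (Ex 365/Em 440 nm) of 4-methylumbelliferone released from 1 mM 4-MU-alpha-galactoside by spleen homogenate, 40 min at 37C, pH 5.0. Data normalized to no-enzyme and enzyme controls; Hill-equation AC50 from compound titrations.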
GAA spleen mod: inhibits or activates alpha-glucosidase in human spleen homogenate; P10253; human spleen homogenate, 4-MU-alpha-glucoside fluorescence; Potency, µM (titrated, usually from 79.9 µM), inactives show at the top dose activity change, negative = inhibition, usual class: inhibitors; 0.006% of 240,000 active;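 also: 0% = enzyme with vehicle and -100% = no enzyme basal signal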
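Human spleen homogenate (1 ug) incubated with compounds and 1 mM 4-methylumbelliferyl-alpha-D-glucopyranoside in pH 5.0 citrate/phosphate buffer, 37 C, 40 min. Stopped at pH 10; 4-MU fluorescence (Ex 365/Em 440 nm); AC50 by Hill fit.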
ALDH1A1 inh: ALDH1A1 (human) enzyme inhibition. P00352. Purified ALDH1A1, NADH fluorescence, propionaldehyde substrate. Potency, µM (series often up to 75.3 µM), for inactives: at the highest dose activity, negative = inhibition, most hits filed as inhibitors. 7.3% of 220,000 active; active = well fitted inhibition curve with a large enough effect, not every such curve was filed as active; inconclusive = small, poorly fitted or top-dose-only effect, or another doubt; inactive = no such curve, though single readings can be large or run the other way;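 also: plate controls were no enzyme wells and a reference inhibitor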
Target sequence (P00352 whole entry, looked up): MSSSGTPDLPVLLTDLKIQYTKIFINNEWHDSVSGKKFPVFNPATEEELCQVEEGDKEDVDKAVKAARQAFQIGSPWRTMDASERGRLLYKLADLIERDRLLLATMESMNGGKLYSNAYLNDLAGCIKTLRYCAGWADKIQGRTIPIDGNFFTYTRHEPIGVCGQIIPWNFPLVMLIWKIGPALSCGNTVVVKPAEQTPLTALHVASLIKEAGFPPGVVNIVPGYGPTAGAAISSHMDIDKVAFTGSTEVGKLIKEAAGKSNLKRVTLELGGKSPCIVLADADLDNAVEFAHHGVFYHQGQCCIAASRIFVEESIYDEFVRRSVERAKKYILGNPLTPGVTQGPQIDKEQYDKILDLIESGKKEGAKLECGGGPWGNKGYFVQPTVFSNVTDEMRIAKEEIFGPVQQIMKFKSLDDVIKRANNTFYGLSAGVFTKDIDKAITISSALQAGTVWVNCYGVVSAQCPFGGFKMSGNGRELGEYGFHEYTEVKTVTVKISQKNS
GAA glycogen mod: GAA glycogen-cleavage inhibition or activation | 0.38% of 300,000 active | P10253 | AID 2100 | recombinant GAA, glycogen substrate, Amplex Red glucose oxidase fluorescence | Potency, µM (doses to about 76.4 µM), without a hit: top-dose activity change, negative = inhibition, most hits filed as inhibitors;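 also: 0% = full enzyme reaction and -100% = no-enzyme basal signal; the screen sought inhibitors and activators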
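Recombinant human alpha-glucosidase (4 nM final) hydrolysed bovine liver glycogen (30 ug) for 40 min at 37 C in pH 5.0 citrate/phosphate with 0.01% Tween-20. Released glucose detected by glucose oxidase/Amplex Red, Ex 573/Em 610 nm. Compounds up to 77 uM; AC50 from Hill fits.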
Tau fluor cs: counter-screen for tau fibril formation inhibitors; tau K18 P301L Alexa594 fluorescence, heparin fibrillization; AID 1463; Potency, µM (top dose mostly 57.7 µM), inactives show top-dose activity change, negative = decrease; 0.93% of 280,000 active; also: % is scaled to controls: 0 for no effect and ±100 for the full control effect; nearly all actives have a fitted effect of over 55% in size
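Human tau K18 P301L (15 uM unlabeled, 0.24 uM Alexa 594-labeled) in 100 mM sodium acetate pH 7 with 20 uM heparin, 6 hr at 37 C. ThT 30 uM added, 1 hr ambient; Alexa 594 FP and total fluorescence read at 555/632 nm.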
Numbers without * were called inactive; ? = inconclusive; nt = no result given; & = joins results of further samples; [ ] = dose if it differs, or a comment. Unless noted, calls follow the shape of the dose curve; as a rule, active = well fitted curve in the direction sought with a large enough effect; inconclusive = small, poorly fitted or top-dose-only effect, or another doubt; inactive = no such curve, though single readings can be large; an effect the other way counts as inactive or inconclusive. Potency is read from the fitted curve at half-maximal effect.

Values run as follows: Epigenetic derep | GAA inhib | NPSR antagonist | aGal spleen mod | GAA spleen mod | ALDH1A1 inh | GAA glycogen mod | Tau fluor cs
- O=C(Nc1ccc(S(=O)(=O)Nc2ncccn2)cc1)c1ccc(F)c(S(=O)(=O)N2CCOCC2)c1
→ 4.4% | nt | 12.9% | 6.2% | 2.9% | nt | -1.4% | -20.5%
- CC1=CC2=NC(=O)/C(=C\c3ccc(-c4cccc(Cl)c4)o3)C(=N)N2O1
→ ? | -7.5% | -19.4% | 5.3% | -6.3% | ? | 11.8% | -8.2%
- COc1ccccc1-n1nnnc1SCc1ccccc1
→ 0.0% | 2.9% | 9.2%[46.1 µM] | -2.2% | 4.4% | ? | -0.8% | -11.5%
- O=C(Cn1c2ccccc2c(=O)c2ccccc21)N/N=C/c1ccc(N2CCCC2)c([N+](=O)[O-])c1
→ -1.0% | 6.5% | 19.2% | 11.7% | 2.7% | ? | -5.6% | 5.1%
- COc1ccc(/C=C(\C#N)c2n[nH]c(Cn3cncn3)n2)cc1
→ 1.3% | 13.2% | -21.0% | -0.9% | 4.0% | -1.8% | -11.4% | 5.3%
- Cn1c(=O)n(CC(=O)N2CCN(c3nnc(-c4ccccc4)c4ccccc34)CC2)c2ccccc21
→ -0.9% | -4.9% | -17.3%[46.1 µM] | 1.1% | -29.4% | -6.0% | 8.4% | 9.7%
- CC(C)OC(=O)c1cccnc1N1CCN(c2ccc(F)cc2)CC1
→ -1.5% | 1.0% | -11.3%[46.1 µM] | 4.8% | -0.1% | 0.8% | 4.9% | -16.4%
- CCC(=O)N1CCc2cc(S(=O)(=O)NC(C(=O)NC(C)c3ccccc3)C(C)C)ccc21 (stereo unspecified)
→ -0.9% | 4.5% | -2.9%[46.1 µM] | 3.4% | 0.6% | 17.4% | 2.4% | 1.3%
- CCOC(=O)C1(Cc2cccc(OC)c2)CCN(C2CCOCC2)CC1
→ 1.1% | 7.0% | 20.1% | -0.3% | 1.0% | -10.7% | ? | -82.1%
- CC1CCN(C(=O)c2ccc(S(=O)(=O)Cc3cc(F)ccc3F)c([N+](=O)[O-])c2)CC1
→ 0.0% | 4.3% | -2.8% | -9.4% | -13.0% | 7.08µM* | 12.7% | -25.1%
- Nc1nnc(SCC(=O)Nc2cc(C(F)(F)F)ccc2N2CCOCC2)s1
→ -1.0% | ? | 2.8%[46.1 µM] | 8.9% | -6.5% | -1.8% | -24.9% | -7.9%
- CC(CCc1ccccc1)NC(=O)C(=O)N1CCOCC1 (stereo unspecified)
→ 1.1% | -12.3% | -9.5% | -4.5% | 5.5% | 6.9% | 19.4% | -7.9%
- CC(C)Cc1nnc(NC(=O)c2cc(-c3ccncc3)nc3ccccc23)s1
→ -1.6% | nt | 22.9% | -8.6% | -13.1% | nt | -4.4% | ?
- COc1cccc(Nc2nnc(SCn3nnc4ccccc4c3=O)s2)c1
→ -0.7% | -0.6% | -18.5%[46.1 µM] | -2.8% | -1.1% | ? | 5.9% | ?
- COc1ccc(NC(=O)Nc2cccs2)cc1OC
→ 3.4% | 1.2% | -16.3%[46.1 µM] | 6.1% | 2.1% | 22.4µM* | ? | ?
- Cc1nc2cc3ccccc3cc2n1C
→ 1.1% | -3.3% | 12.7% | -12.5% | 4.3% | ? | -2.0% | 7.2%
- O=C(CCC(=O)N/N=C/c1ccc(Br)s1)NCc1ccccc1
→ -0.9% | ? | -3.8% | 2.3% | -1.7% | 8.8% | -3.5% | -8.6%
- Cc1ccc2[nH]c(C(F)(F)F)cc(=O)c2c1
→ 7.7% | nt | -1.9% | 1.1% | 2.1% | nt | 3.5% | 9.2%
- N#Cc1ccc(OCC(=O)n2cc(C(=O)c3cc(Cl)cc(Cl)c3O)cn2)cc1
→ 1.1% | nt | -25.2% | 3.0% | 2.8% | nt | 0.4% | -25.3%
- O=C(c1cc2c(ccc3ccccc32)oc1=O)N1CCCC1
→ 2.9% | ? | -2.2%[46.1 µM] | ? | ? | ? | 12.7% | 0.1%

Arranged by molar mass (highest first): some entries from above.
Values run as follows: Epigenetic derep | GAA inhib | NPSR antagonist | aGal spleen mod | GAA spleen mod | ALDH1A1 inh | GAA glycogen mod | Tau fluor cs
- COc1cccc(Nc2nnc(SCn3nnc4ccccc4c3=O)s2)c1
→ -0.7% | -0.6% | -18.5%[46.1 µM] | -2.8% | -1.1% | ? | 5.9% | ?
- O=C(CCC(=O)N/N=C/c1ccc(Br)s1)NCc1ccccc1
→ -0.9% | ? | -3.8% | 2.3% | -1.7% | 8.8% | -3.5% | -8.6%
- CC(C)OC(=O)c1cccnc1N1CCN(c2ccc(F)cc2)CC1
→ -1.5% | 1.0% | -11.3%[46.1 µM] | 4.8% | -0.1% | 0.8% | 4.9% | -16.4%
- Cc1nc2cc3ccccc3cc2n1C
→ 1.1% | -3.3% | 12.7% | -12.5% | 4.3% | ? | -2.0% | 7.2%

The listing continues:
Values run as follows: Epigenetic derep | GAA inhib | NPSR antagonist | aGal spleen mod | GAA spleen mod | ALDH1A1 inh | GAA glycogen mod | Tau fluor cs
- O=C(NCCSc1ccc(Cl)cc1)c1ccco1
→ -1.0% | -4.9% | -0.4%[46.1 µM] | 2.1% | 2.8% | -0.8% | 14.8% | -8.8%
- COC(=O)c1ccc(OC(=O)CCN2C(=O)C3C4c5ccccc5C(c5ccccc54)C3C2=O)cc1 (stereo unspecified)
→ -1.0% | 7.8% | 6.1% | 6.2% | 3.3% | -0.9% | -9.3% | -13.2%
- COC(=O)c1ccccc1NC(=O)CSc1nnnn1C
→ 5.7% | 1.6% | -11.5%[46.1 µM] | -1.5% | -5.0% | 2.8% | -1.1% | 0.1%
- CCOC(=O)C1CCN(C(=O)CCc2c(C)nc3cc(-c4ccccc4)nn3c2C)CC1
→ 0.0% | -0.5%[15.4 µM] | -10.6%[46.1 µM] | -10.8% | -2.6% | ? | 1.6% | -2.3%
- O=c1c2ccccc2cnn1-c1ccc(Cl)nn1
→ 1.6% | 5.5% | 11.6% | -1.4% | -0.7% | ? | 13.0% | 1.8%
- COc1ccccc1NCc1ccc([N+](=O)[O-])s1
→ 16.2% | -5.6% | 11.1% | -2.7% | -5.1% | 14.1µM* | -2.0% | ?
- CC1CCCN(C(=O)c2ccc3c(=O)n(C4CCCC4)c(=S)[nH]c3c2)C1 (stereo unspecified)
→ -2.2% | 9.3% | ? | -0.3% | -3.3% | 3.55µM* | 2.2% | -15.4%
- O=C(N/N=C/C(Br)=C/c1ccccc1)NC1CCCCC1
→ -0.1% | 3.2% | -36.0% | -6.7% | -1.5% | ? | 7.4% | -8.1%
- O=C(Oc1ccccc1-c1csnn1)c1cccs1
→ -0.1% | -2.5% | -2.7% | 4.0% | -9.3% | 17.8µM* | -20.4% | -4.1%
- COc1ccc(-c2c(C)n([O-])c3c([n+]2=O)CCCCC3)cc1OC
→ -2.5% | -2.8% | 12.4% | 3.8% | 4.2% | 7.4% | -0.1% | 13.1%
- Cc1ccc(C(=O)Nc2ccc(N3CCOCC3)nc2N2CCOCC2)cc1
→ -0.2% | 0.4% | -19.1% | 8.0% | 10.1% | ? | ? | -17.4%
- COc1ccccc1/C=C/C=N/N1CCN(Cc2ccccc2)CC1
→ -3.2% | 1.5% | 7.2% | -0.5% | -22.2% | ? | -19.7% | -28.7%
- COc1ccc(Nc2c3c(c(C#N)c4nc5ccccc5n24)CCC3)cc1
→ -0.4% | -1.3% | -10.5%[46.1 µM] | 5.6% | -5.2% | ? | 7.6% | -0.8%
- N#Cc1c(SCc2ccccc2)sc(C(=O)c2ccccc2)c1N
→ 4.2% | 3.2% | -20.5%[46.1 µM] | -9.9% | -6.8% | -13.6% | 3.2% | -12.2%
- Cc1c(NC(=O)NC2CCCCC2)cccc1[N+](=O)[O-]
→ 0.0% | 2.7% | 7.0% | 5.0% | -1.0% | -4.5% | -8.4% | 0.5%
- O=C(CN1CCCCC1)Nc1ccc(Br)cc1[N+](=O)[O-]
→ -0.1% | -7.8% | -2.1% | -0.2% | 6.5% | -15.4% | 17.0% | -22.2%
- O=[N+]([O-])c1ccc2c(c1)c1ccccc1n2CCO
→ 0.0% | nt | -13.8% | -1.9% | 4.8% | nt | -0.1% | -25.7%
- C=CCNc1nc2c(c(=O)n(C)c(=O)n2C)n1CCCCCC
→ 0.0% | -1.5% | -2.4%[46.1 µM] | 2.7% | -8.2% | 3.4% | 0.5% | -5.2%
- O=C(COc1ccccc1)Nc1nnc(-c2ccc3c(c2)CCCC3)o1
→ 0.0% | 4.3% | -8.2%[46.1 µM] | 3.4% | -5.6% | -0.2% | -2.2% | -13.2%
- N[C@H](C(=O)O)[C@H](O)C(=O)O
→ -0.2%&1.1%&1.0% | nt | -7.6%[46.1 µM] | 2.7%&5.7%&-8.4% | -7.0%&-3.4%&-3.7% | 8.7%&2.6% | nt | -1.0%&-5.3%&-9.1%
- Cc1ccc(Oc2cc(NC(=O)CCCn3nc([N+](=O)[O-])c(Cl)c3C)cc([N+](=O)[O-])c2)cc1
→ 0.0% | -5.4% | -34.1% | -4.1% | -18.2% | 9.0% | -5.8% | 7.94µM*[quencher]
- O=C(NCc1ccccn1)c1cc(-n2cnnc2)ccc1Cl
→ 5.7% | -8.4% | -8.4%[46.1 µM] | -4.3% | -2.6% | -2.9% | 3.8% | 1.2%
- c1ccc(OCc2nnc3n2CCCCC3)cc1
→ -1.1% | nt | 3.9% | 0.9% | -4.9% | nt | 11.8% | 1.0%
- O=C(NC1CCCCC1)C(c1ccccc1F)N(Cc1ccco1)C(=O)Cn1nnc2ccccc21 (stereo unspecified)
→ -0.5% | -3.1% | ? | -1.9% | 2.6% | -3.9% | -7.6% | -3.9%
- COc1ccc(CNc2nc(-c3ccccc3CN(C)C)nc3ccccc23)c(OC)c1
→ 1.0% | nt | nt | 0.7% | 1.1% | 3.0% | nt | -7.8%
- Nc1nc(F)cc(N2CCCCCC2)n1
→ 3.4% | 2.0% | 2.1% | 9.9% | 9.4% | 9.6% | 7.8% | -4.0%
- O=C(Cc1ccccc1)NNC1CC(=O)N(c2ccccc2)C1=O (stereo unspecified)
→ 0.0% | 0.2% | 21.8% | 0.8% | -4.2% | 15.1% | 15.0% | -4.9%

From PubChem

Only part of the results is shown (hit frequency here may not be typical).
